High-throughput results as filed in PubChem.
RAD54 branch = RAD54 (human) branch migration inhibition; hit rate 0.14% among 360,000; RAD54 Holliday junction branch migration, FAM/BHQ fluorescence; Q92698; inhibition, % at 10.4 µM;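 active means mean normalized replicate activity at least 40 and at least half of replicates scoring 40 or more; inconclusive means only one of the two criteria met; inactive means mean below 40 and under half of replicates reaching 40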;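 further: 0% = median of neutral control wells and 100% = median of positive control wells; inhibitors cause a drop in the FAM fluorescence signal; in these data hits start at about 50%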
Target sequence (Q92698 whole entry, looked up): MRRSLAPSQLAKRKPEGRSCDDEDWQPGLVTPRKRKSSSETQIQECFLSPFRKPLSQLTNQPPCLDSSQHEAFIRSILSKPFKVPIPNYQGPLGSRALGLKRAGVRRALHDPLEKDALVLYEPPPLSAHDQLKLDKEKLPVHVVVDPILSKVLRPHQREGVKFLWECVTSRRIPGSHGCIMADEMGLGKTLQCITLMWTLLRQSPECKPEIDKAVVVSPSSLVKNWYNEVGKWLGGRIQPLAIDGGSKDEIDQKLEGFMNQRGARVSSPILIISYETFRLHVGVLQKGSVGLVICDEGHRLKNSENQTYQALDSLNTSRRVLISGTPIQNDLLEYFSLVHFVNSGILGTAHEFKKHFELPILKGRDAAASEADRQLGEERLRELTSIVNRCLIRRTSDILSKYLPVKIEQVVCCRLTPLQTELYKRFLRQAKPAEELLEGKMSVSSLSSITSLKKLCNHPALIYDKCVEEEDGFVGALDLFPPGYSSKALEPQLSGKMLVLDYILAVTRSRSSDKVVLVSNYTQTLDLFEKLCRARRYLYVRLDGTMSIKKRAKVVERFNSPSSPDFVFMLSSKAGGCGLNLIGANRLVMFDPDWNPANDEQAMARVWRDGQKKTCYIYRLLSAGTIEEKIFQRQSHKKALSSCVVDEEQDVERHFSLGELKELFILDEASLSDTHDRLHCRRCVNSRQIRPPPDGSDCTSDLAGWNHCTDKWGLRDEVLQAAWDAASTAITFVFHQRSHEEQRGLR
ERp5 block = blocks human ERp5 reductase activity on insulin; ERp5 insulin aggregation, absorbance 650 nm, 90 min; inhibition, % at 9.99 µM; hit rate 0.05% among 350,000; AID 651711;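 active means mean replicate inhibition above about 25%, with every replicate also reaching it, limit read from the data, passing the limit was not always enough; inconclusive means only one of those two criteria met; inactive means neither criterion met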
ARNT-TACC3 inh = disrupts binding between human ARNT and TACC3. AlphaScreen His-ARNT PAS-B/GST-TACC3 binding, luminescence; TACC3 fragment carries E629A point mutation. AID 623870. hit rate 0.66% among 390,000. Q9Y6A5. inhibition, % at 9.99 µM;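 active means mean inhibition of replicates at least 50% and at least half of replicates each reaching 50%; inconclusive means half or more replicates reach 50% but mean below 50%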;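 further: 0% = complete ARNT plus TACC3 wells and 100% = ARNT alone without TACC3; many hits fall short of the cut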
PglD inh = PglD (C. jejuni) enzyme inhibition | purified PglD enzyme, DTNB colorimetric CoA detection | inhibition, % at 12.5 µM | hit rate 0.098% among 360,000 | AID 602405; in the data active means inhibition above about 16%, passing the limit was not always enough; inconclusive means no clear call, values can overlap the other calls; further: strong numbers were not always called active
CASP6 VEID inh = caspase-6 (human) enzyme inhibition | inhibition, % at 12.5 µM | hit rate 0.53% among 350,000 | purified caspase-6, Z-VEID-R110 cleavage fluorescence | AID 686996;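 active means mean inhibition across replicates at least about 35%, with every replicate also reaching that limit, limit read from the data; inconclusive means only one of the two criteria met; inactive means neither criterion met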;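 further: 0% = median of neutral control wells and 100% = no fluorescence left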
Target sequence (P55212 24-179 limits assumed): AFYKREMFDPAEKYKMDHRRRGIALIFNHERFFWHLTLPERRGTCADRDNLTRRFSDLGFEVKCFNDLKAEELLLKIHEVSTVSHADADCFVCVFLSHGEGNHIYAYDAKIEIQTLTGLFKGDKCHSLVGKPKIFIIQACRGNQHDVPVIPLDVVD
Target sequence (P55212 194-293 limits assumed): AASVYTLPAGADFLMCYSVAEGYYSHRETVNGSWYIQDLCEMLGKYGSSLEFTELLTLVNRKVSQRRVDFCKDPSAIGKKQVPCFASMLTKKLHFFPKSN
esBAF inh = SWI/SNF esBAF complex inhibition | mouse ES cells, Bmi1-luciferase knock-in reporter, 24 h; 100% = twice the neutral-well signal | reporter increase, % at 12.5 µM | hit rate 2% among 350,000; in the data active means activation above about 40%; inconclusive means no clear call, values can overlap the other calls;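 further: 0% = median of the plate's neutral control wells and 100% = double that signal; a rise in the Bmi1 reporter signal indicates esBAF inhibition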
E-sel inducer = E-selectin induction on HUVECs. P16581. HUVEC E-selectin immunofluorescence imaging; normalized: neutral wells 0, TNF-alpha wells 100. activation, % at 7.58 µM. hit rate 0.37% among 260,000. AID 686992;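 active means mean E-selectin-positive cell signal at least 10% of the positive control, reached in at least 60% of replicates, without over 20% cell loss; inconclusive means no rule given, readout overlaps actives, possibly toxicity-flagged; inactive means the rest, including those meeting only one limit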;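 further: in these data hits start at about 27%; measured in HUVEC primary endothelial cells; signal is the percent of cells scored E-selectin positive by PE staining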
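Test system: HUVEC | Signal: Immunofluorescence imaging | Read-out: Percent E-selectin-positive cells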
RAD52 inh = inhibitors of human RAD52 DNA annealing; recombinant RAD52 DNA annealing, FRET fluorescence; AID 651710; hit rate 0.46% among 360,000; P43351; inhibition, % at 18.7 µM;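 active means every replicate showing at least 50% inhibition; inconclusive means mean inhibition at least 50% but not in every replicate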
* hit, by the source's call; u = inconclusive; x = not tested or not shown; & = joins results of further samples. Rows were taken by chance; about 3.2% have a hit in one of these screens.

SMILES	RAD54 branch	ERp5 block	ARNT-TACC3 inh	PglD inh	CASP6 VEID inh	esBAF inh	E-sel inducer	RAD52 inh
CCCN1[C@H](C(=O)NC2CCC2)[C@@H](CO)[C@@H]2Cn3c(ccc(-c4cccnc4)c3=O)[C@@H]21	-11.7	-1.5	-0.5	1.0	0.6	2.1	-0.4	-8.5
COCC#Cc1cnc2c(c1)C(=O)N([C@@H](C)CO)C[C@@H](C)[C@H](CN(C)S(=O)(=O)c1cccc(OC)c1)O2	-1.1	-1.7	-4.1	-1.9	-0.3	4.9	-0.1	-0.9
COc1cccc(OCc2cc(C(=O)N(C)Cc3nc(C)cs3)no2)c1	3.1	2.3	-5.4	-1.1	3.1	77.8*	-0.2	-10.6
COCC(=O)N1[C@@H](C#N)[C@@H](c2ccccc2-c2cccc(F)c2)[C@@H]1CO	x	-4.4	x	x	-0.5	x	-0.2	3.0
COCCNC(=O)c1c(N)n(-c2cccc(C)c2)c2nc3ccccc3nc12	4.6	x	-7.6	1.9	x	3.0	x	x
Cc1[nH]nc2c1C(c1ccsc1)C(C#N)=C(N)O2 (centres undefined)	-7.4	x	-6.3	-3.9	x	-9.9	x	x
C[C@H](CO)N1C[C@H](C)[C@@H](CN(C)Cc2ccccc2)Oc2ccc(NC(=O)Cn3cnnn3)cc2C1=O	2.8&-16.0	-0.7&2.1	-0.9&-8.0	4.1&-3.6	-3.5&-7.5	0.4&-3.9	-0.1	-2.8&-26.2
CC(C)c1cn(CC[C@H]2CC[C@H](NC(=O)C3CC3)[C@@H](CO)O2)nn1	-1.6	4.3	-10.0	4.8	1.9	9.1	-0.4	-1.5
O=C(CCCC1=NS(=O)(=O)c2ccccc2N1)N1CCN(c2ccc(Cl)cc2)CC1	-9.9	0.9	-6.7	-8.0	-1.3	4.7	-0.1	-42.1
CCC(=O)Nc1ccc2c(c1)OC[C@@H](C)N(Cc1cccc(F)c1)C[C@@H](C)[C@@H](OC)CN(C)C2=O	1.3	1.2&-1.5	-1.7	1.7	-0.4&1.9	0.3	-0.1&-0.1	0.5&-7.0
CN(C)C(=O)c1ccc(-c2ccc([C@@H]3[C@H](C#N)N[C@H]3CO)cc2)cc1	x	3.8	x	x	-1.4	x	0.3	-9.8
NNC(=O)C(Cc1cnc[nH]1)NC(=O)OCc1ccccc1 (centres undefined)	-7.2	0.5	-18.5	-2.5	-1.0	-3.7	0.6	-8.6
CC(=O)Nc1cccc(NCC(=O)Nc2cc(S(=O)(=O)N3CCCCC3)ccc2Cl)c1	7.1	5.2	2.4	5.0	-2.3	3.7	0.1	-18.3
CO[C@H]1CN(C)C(=O)c2cc(NC(=O)Nc3ccccc3)ccc2OC[C@H](C)N(C(C)=O)C[C@@H]1C	0.3	-2.6	-4.0	-2.6	-5.0	0.7	-0.1	11.0
COC(=O)c1cccc(NC(=O)CSc2nc(=O)cc(N)n2-c2ccccc2)c1	-4.5	x	-5.0	-3.0	x	6.4	x	x
Cc1cc(C(=O)OCC(=O)N2CCOCC2)c(C)n1-c1ccccc1	-5.2	-0.6	-1.1	-3.1	-0.2	18.6	-0.8	-13.5
O=C1CCSc2ccc(Cl)cc2N1Cc1ccc(Cl)cc1	8.8	x	-12.1	-1.5	x	-7.2	x	x
CCNC(=O)Nc1ccc2c(c1)C(=O)N(C)[C@@H]1CC[C@@H](CC(=O)NCc3ccccc3F)O[C@@H]1CO2	1.9	-2.2	0.2	-2.2	-3.7	-0.3	0.1	2.9
O=C(Cn1ncc2c1-c1ccccc1OC2)N1CCN(Cc2ccc3c(c2)OCO3)CC1	0.8	-3.8	-2.6	-5.9	3.5	0.2	1.2	-3.8
Cc1noc(C)c1S(=O)(=O)Nc1ccc2c(c1)C(=O)N([C@H](C)CO)C[C@H](C)[C@@H](CN(C)Cc1ccc(C(F)(F)F)cc1)OCCCC[C@H](C)O2	-4.9	-3.5	-0.7	5.8	0.5	10.9	-0.1	13.5

An excerpt of these results, as a markdown table:
| Structure | RAD54 branch | ERp5 block | ARNT-TACC3 inh | PglD inh | CASP6 VEID inh | esBAF inh | E-sel inducer | RAD52 inh |
| --- | --- | --- | --- | --- | --- | --- | --- | --- |
| C[C@H](CO)N1C[C@H](C)[C@@H](CN(C)Cc2ccccc2)Oc2ccc(NC(=O)Cn3cnnn3)cc2C1=O | 2.8&-16.0 | -0.7&2.1 | -0.9&-8.0 | 4.1&-3.6 | -3.5&-7.5 | 0.4&-3.9 | -0.1 | -2.8&-26.2 |
| CC(C)c1cn(CC[C@H]2CC[C@H](NC(=O)C3CC3)[C@@H](CO)O2)nn1 | -1.6 | 4.3 | -10.0 | 4.8 | 1.9 | 9.1 | -0.4 | -1.5 |
| O=C(CCCC1=NS(=O)(=O)c2ccccc2N1)N1CCN(c2ccc(Cl)cc2)CC1 | -9.9 | 0.9 | -6.7 | -8.0 | -1.3 | 4.7 | -0.1 | -42.1 |
| CCC(=O)Nc1ccc2c(c1)OC[C@@H](C)N(Cc1cccc(F)c1)C[C@@H](C)[C@@H](OC)CN(C)C2=O | 1.3 | 1.2&-1.5 | -1.7 | 1.7 | -0.4&1.9 | 0.3 | -0.1&-0.1 | 0.5&-7.0 |
| CN(C)C(=O)c1ccc(-c2ccc([C@@H]3[C@H](C#N)N[C@H]3CO)cc2)cc1 | x | 3.8 | x | x | -1.4 | x | 0.3 | -9.8 |
| NNC(=O)C(Cc1cnc[nH]1)NC(=O)OCc1ccccc1 (centres undefined) | -7.2 | 0.5 | -18.5 | -2.5 | -1.0 | -3.7 | 0.6 | -8.6 |

(listing goes on)
SMILES	RAD54 branch	ERp5 block	ARNT-TACC3 inh	PglD inh	CASP6 VEID inh	esBAF inh	E-sel inducer	RAD52 inh
C[C@H](CO)N1C[C@H](C)[C@H](CN(C)C(=O)c2ccc(F)cc2)Oc2ncc(C#CCN(C)C)cc2C1=O	-3.6	-5.0	8.1	-7.8	-7.7	-1.1	0.3	-16.6
Nc1ccc(C(=O)Nc2ccc3cc(S(=O)(=O)O)ccc3c2)cc1	-13.6	2.2	20.6	1.9	6.4	x	x	-1.7
Cc1ccc(-c2cc(C(=O)NCC(c3ccccc3)N(C)C)c3ccccc3n2)o1 (centres undefined)	8.4	2.3	5.9	-3.0	-2.2	0.0	0.0	-21.3
CCOc1ccccc1NC(=O)N1CCC(c2nc3ccc(C)cc3[nH]2)CC1	2.5	x	0.6	8.0	x	1.6	x	x
COCC(=O)N(C)C[C@@H]1Oc2ncc(C3=CCCCC3)cc2C(=O)N([C@H](C)CO)C[C@H]1C	2.7	-5.4	-4.6	-3.7	1.2	-7.3	14.3	-8.9
CC(C)(C)NC(=O)NC(=O)COC(=O)CCC1CCCCC1	-9.1	1.3	x	3.5	-2.4	-5.8	x	1.6
COc1ccc(C2C(C#N)=C(N)Oc3cc(O)ccc32)cc1C (centres undefined)	-9.5	1.9	-0.4	-5.9	4.0	2.9	x	-14.1
CCC(=Nc1ccccc1O)C1=C(O)CC(c2ccccc2)CC1=O (centres undefined)	-10.4	2.1	6.7	5.9	28.2	7.3	x	-12.9
O=C(OCC(=O)N1CCCC1)c1ccc(Cl)nc1	-5.7	1.2	-7.3	3.0	4.4	0.4	0.6	-14.6
O=C(N/N=C/c1ccc([N+](=O)[O-])cc1)c1[nH]ncc1Br	-12.5	5.1	-22.5	1.1	-0.1	20.9	x	-11.8
COC(=O)c1cc(NC(=O)c2cccc(C(F)(F)F)c2)c(=O)oc1C/C=N/OCc1cccc(Cl)c1Cl	-8.3	x	9.4	2.8	x	-9.4	x	x
CO[C@@H](CN(C)S(=O)(=O)c1ccc(Cl)cc1)[C@@H](C)CN(C(=O)Nc1ccccc1F)[C@@H](C)CO	1.6	4.2	-1.7	-0.1	1.2	1.4	-0.2	-6.6
COc1ccc(/C=C/c2ccncc2)cc1	3.4	x	-0.3	0.7	x	52.6*	x	x
CSc1nsc(SCC(=O)Nc2cccc(C(=O)O)c2)n1	11.8	7.8	15.7	2.2	-0.9	-0.8	x	-14.1
CC(NC(=O)CSc1nnc(COc2ccccc2)o1)c1ccccc1 (centres undefined)	-7.9	-4.3	5.4	0.7	0.1	-0.7	x	-10.2
O=Cc1ccccc1OCc1ccc2c(c1)OCO2	-5.1	-0.5	-4.1	-2.4	4.5	70.0*	0.2	-6.0
COc1ccccc1NS(=O)(=O)c1cc(N)ccc1N1CCOCC1	-4.6	1.6	-8.2	1.1	0.4	-2.2	x	-0.1
COc1c2c(cc(O)c1C(C)=O)OC(C)(C)C=C2	-0.3	-3.9	-0.3	-3.2	-2.5	x	0.4	-14.5
COC(=O)c1cnc(Oc2ccc(NC(=O)NC(=O)c3ccccc3Cl)cc2)cc1C(F)(F)F	x	-6.6	-17.6	x	1.2	x	-4.1	7.5
CSc1ccc(S(=O)(=O)Nc2ccc3c(c2)NC(=O)CC3)cc1	x	0.7	-0.6	x	-0.5	x	x	-6.5
C[C@H]1CN([C@@H](C)CO)C(=O)c2cccc(NC(=O)C3CC3)c2O[C@H]1CN(C)CC1CCCCC1	3.6&-0.2	12.7&2.7	2.5&-2.6	6.5&-1.5	-2.9&-7.5	-5.0&-1.4	-0.3&-0.2	-7.3&-13.5
COc1ccc(NC(=O)c2cc(C3CCCCN3C(=O)C3CCCCC3)on2)c(C)c1 (centres undefined)	1.1	-4.8	x	2.5	2.7	-2.8	0.0	-5.2
CC(=O)C1=C(c2ccccc2)NC(=O)NC1c1ccccc1OCC(=O)Nc1ccccc1 (centres undefined)	1.6	x	18.0	-1.7	x	-9.1	x	x
COC(=O)c1sccc1NC(=O)c1c(C)c(-c2cccc(Cl)c2)nc2ccccc12	-4.1	x	-4.9	4.9	x	x	-0.1	x
O=C(/C=C\c1ccco1)c1ccc(NC(=O)c2ccco2)cc1	x	-1.9	-5.5	x	12.3	u	x	-30.7
C[C@H](CO)N1C[C@H](C)[C@H](CN(C)CC2CC2)Oc2c(NC(=O)Nc3ccc(C(F)(F)F)cc3)cccc2C1=O	8.5	-1.5	-0.7	6.9	0.4	-1.2	21.6	32.2
CC(=O)Nc1ccc(S(=O)(=O)N2CCC(N(C)CCC(C)C)CC2)cc1	-7.0	x	21.1	2.1	x	3.8	x	x
Cc1ccsc1C1Nc2ccc3ncccc3c2C2=C1C(=O)CC(C)(C)C2 (centres undefined)	-0.2	x	-5.6	3.2	x	-7.3	x	x
C[C@H](CO)N1C[C@H](C)[C@H](CN(C)C(=O)Nc2ccc3c(c2)OCO3)Oc2c(NC(=O)c3nc4ccccc4s3)cccc2C1=O	-4.9	4.9	5.0	-6.4	2.0	-3.5	0.0	-10.0
COc1cc2c(cc1OC)-c1cc(Nc3cccc(F)c3)nc(=O)n1CC2	15.7	1.4	-3.2	-1.3	1.6	-0.2	-0.1	-7.1
Cc1noc(C)c1NC(=O)Nc1ccc2c(c1)C(=O)N([C@@H](C)CO)C[C@@H](C)[C@H](CN(C)C(=O)Nc1ccc(C(F)(F)F)cc1)OCCCC[C@@H](C)O2	-13.6	4.1	3.9	-0.4	-1.6	11.0	-0.4	2.8

No new results follow: three of the compounds above.
SMILES	RAD54 branch	ERp5 block	ARNT-TACC3 inh	PglD inh	CASP6 VEID inh	esBAF inh	E-sel inducer	RAD52 inh
CCCN1[C@H](C(=O)NC2CCC2)[C@@H](CO)[C@@H]2Cn3c(ccc(-c4cccnc4)c3=O)[C@@H]21	-11.7	-1.5	-0.5	1.0	0.6	2.1	-0.4	-8.5
COCC#Cc1cnc2c(c1)C(=O)N([C@@H](C)CO)C[C@@H](C)[C@H](CN(C)S(=O)(=O)c1cccc(OC)c1)O2	-1.1	-1.7	-4.1	-1.9	-0.3	4.9	-0.1	-0.9
COc1cccc(OCc2cc(C(=O)N(C)Cc3nc(C)cs3)no2)c1	3.1	2.3	-5.4	-1.1	3.1	77.8*	-0.2	-10.6
